MRP-1 activ – activators of MRP-1; viability increase, % at 10 µM; hit rate 0.61% among 140,000; H69AR cells + doxorubicin, viability rescue, CellTiter-Glo;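 active = viability gain under doxorubicin at or above a set limit, the compound median plus 3 SD, cut at about 4.7% in these data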;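 also: MRP-1 overexpressing cells given doxorubicin 25 µM after compound pretreatment; 18-22 h compound pretreatment then 72 h with doxorubicin before readout; 0% = doxorubicin-only wells and 100% = vehicle-treated cells without doxorubicin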
Measles CPE – protection of cells from measles virus | protection (pct of control), % at 4 µM | hit rate 1.5% among 140,000 | Measles virus-infected cells, CPE protection, absorbance | AID 841; in the data active = protection mostly above about 24%, no sharp cut-off; inactive = mostly below about 26%; also: some compounds called inactive have numbers as strong as hits
NPY Y2 blocker – antagonists of human neuropeptide Y receptor Y2; inhibition, % at 2.7 µM; P49146; hit rate 0.99% among 140,000; NPY-Y2 expressing cells, antagonist mode; in the data active = inhibition above about 17%;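 also: 0% = vehicle with agonist challenge and 100% = reference antagonist with challenge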
Target sequence (P49146 whole entry, looked up): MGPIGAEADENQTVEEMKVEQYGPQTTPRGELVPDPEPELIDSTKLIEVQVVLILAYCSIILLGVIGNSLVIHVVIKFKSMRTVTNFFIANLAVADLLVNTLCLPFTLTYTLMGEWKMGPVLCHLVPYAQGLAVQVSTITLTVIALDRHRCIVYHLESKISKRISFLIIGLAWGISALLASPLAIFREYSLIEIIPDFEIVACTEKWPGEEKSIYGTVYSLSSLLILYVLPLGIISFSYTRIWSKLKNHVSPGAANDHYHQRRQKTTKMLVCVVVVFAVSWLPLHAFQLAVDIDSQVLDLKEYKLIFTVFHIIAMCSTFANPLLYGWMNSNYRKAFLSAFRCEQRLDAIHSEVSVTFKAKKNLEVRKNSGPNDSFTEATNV
PTEN del growth – growth suppressors of cells with PTEN tumor suppressor deletion. HCT116 PTEN-null viability, CellTiter-Glo, 60 h; stronger effect = lower value. viability, % at 10 µM. hit rate 1.2% among 140,000;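 active = viability at or below a set limit, 4 SD under the median of all tested compounds, cut at about 3.7% in these data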;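 also: PTEN knockout HCT116 line with beta catenin targeted HCT116 as companion control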
bCat KO growth – beta-catenin-lacking colon tumor cell growth suppression; HCT116 beta-catenin knockout viability, CellTiter-Glo, 60 h; stronger effect = lower value; viability, % at 10 µM; hit rate 1.5% among 140,000;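 active = viability at or under a set limit, the compound median less 4 SD, cut at about 6% in these data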;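 also: 0% = Hyamine 1622 control at 20 µM and 100% = untreated cell control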
GALR2 antag – blocks the human galanin receptor 2; O43603; GALR2-expressing cells, antagonist mode; inhibition, % at 4 µM; hit rate 0.39% among 140,000; AID 828; in the data active = inhibition above about 27%;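 also: cells stimulated with galanin 1-16 at roughly its EC80; 0% = agonist challenge control and 100% = basal control without agonist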
Target sequence (O43603 whole entry, looked up): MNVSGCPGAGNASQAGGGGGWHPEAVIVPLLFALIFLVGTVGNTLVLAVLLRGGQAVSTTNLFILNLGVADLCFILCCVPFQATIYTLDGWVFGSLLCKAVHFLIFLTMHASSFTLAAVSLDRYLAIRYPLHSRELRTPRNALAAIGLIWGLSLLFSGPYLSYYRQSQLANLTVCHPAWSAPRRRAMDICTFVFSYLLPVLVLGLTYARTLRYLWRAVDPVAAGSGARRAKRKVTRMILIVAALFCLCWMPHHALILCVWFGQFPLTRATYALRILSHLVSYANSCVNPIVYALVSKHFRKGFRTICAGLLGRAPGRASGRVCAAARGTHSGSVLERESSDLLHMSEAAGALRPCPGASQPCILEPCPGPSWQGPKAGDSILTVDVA
E-sel TNF inh – TNF alpha driven E-selectin expression inhibition; inhibition, % at 2 µM; AID 1246; HUVEC TNFa-induced E-selectin immunofluorescence, high content; hit rate 0.71% among 120,000;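 active = inhibition above the batch mean plus 3 SD, and confirmed as a hit on visual image review, cut at about 43% in these data; inconclusive = passes the inhibition cutoff but fails visual image review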;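 also: 0% = TNF-stimulated DMSO wells and 100% = unstimulated control wells; not every result past the cut was called active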
Yeast lifespan up – yeast lifespan extension | S. cerevisiae growth with nicotinamide, OD615; deaD strain in restrictive glucose medium | inhibition of the nicotinamide effect, % at 10 µM | hit rate 0.68% among 130,000;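 active = inhibition above a set limit, placed 3 SD over the median of all compounds, cut at about 26% in these data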;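 also: 0% = nicotinamide-treated wells and 100% = cells grown without nicotinamide; some compounds called inactive have numbers as strong as hits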
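Measured by: optical density (absorbance) at 615 nm; System: modified budding yeast, DeaD strain; Medium: restrictive CSMM-D dextrose medium; Timing: 4 h preincubation then 48 h treatment at 30 °C.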
Phagocytosis inh – inhibitors of macrophage phagocytosis; J774A.1 macrophage IgG-bead phagocytosis, imaging; AID 1029; hit rate 0.07% among 110,000; inhibition, % at 5 µM;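 active = inhibition above the mean of the plate negative controls plus 5 SD, cut at about 13% in these data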;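 also: phagocytic index as fraction of beads internalized from green versus red external bead signal; plate controls were DMSO negative control for no effect and cytochalasin-D positive control for full effect; some results beyond the cut were filed as inactive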
Yeast growth inh – yeast BB579 growth reduction in restrictive medium; S. cerevisiae BB579 growth, OD615, 48 h; inhibition, % at 10 µM; hit rate 0.51% among 140,000;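 active = inhibition above a set limit, 3 SD over the mean compound inhibition, cut at about 44% in these data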; also: inactives centre near -24
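Test system: Saccharomyces cerevisiae DeaD strain BB579, replicative lifespan model yeast | Buffer or medium: Restrictive CSMM-D medium | Doses: One dose, 10 µM compound with 0.25% DMSO | Incubation: 48 h exposure, 30 °C | Detection: Culture absorbance at 615 nm | Control set: Amphotericin B at 10 µg/mL as positive control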
* hit, by the source's call; ? = inconclusive; · = not tested or not shown.

Second line of a record – MRP-1 activ	Measles CPE	NPY Y2 blocker	PTEN del growth	bCat KO growth	GALR2 antag	E-sel TNF inh	Yeast lifespan up	Phagocytosis inh	Yeast growth inh
Cc1cc(C)cc(NC(=O)CSc2nc3c(c(=O)[nH]2)CN(Cc2ccc(F)cc2)CC3)c1
  -1.2	10	7	85	95	-3	-30	8	-8	-18
CC(C)Cn1c(-c2cccs2)nc2nc3ccccc3nc21
  -5.7	19	6	78	79	-6	·	-20	-1	-31
O=C1C=C(NCc2ccc(Cl)c(Cl)c2)C2(CCCCC2)O1
  -3.2	12	15	67	72	7	1	-2	0	-28
O=C(CSc1ncc(-c2ccc(F)cc2)[nH]1)N1CCCCC1
  2.4	13	10	94	91	8	-29	-17	0	-31
COC(Cc1nnc(SC)n1-c1ccccc1)OC
  -2.0	3	3	93	96	-2	-14	-5	2	-23
O=C(Cn1cc(C(F)(F)F)ccc1=O)Nc1cccc(S(=O)(=O)N2CCOCC2)c1
  -1.5	25	1	98	95	-7	·	-3	-5	-3
C=C(C)C1Cc2nc(N)nc(C)c2C1 (configuration not stated)
  -0.4	8	3	96	92	12	-4	-6	·	-25
O=C(N/N=C/c1c(Cl)cccc1Cl)c1cccc(F)c1
  -0.5	5	0	100	103	-7	25	-4	·	-18
Cc1occc1-c1nnc(SCc2nc3ccccc3c(=O)n2CC#N)n1C
  -0.7	8	1	81	82	2	-6	-15	1	-18
Nn1c(SCC(=O)Nc2ccc(F)cc2)nnc1-c1ccccn1
  -2.2	7	1	83	90	6	·	-14	2	-28
COc1ccc(OC)c(C(=O)COC(=O)c2cc(C)oc2C)c1
  -2.5	37	4	83	93	3	-27	-9	·	-23
Cc1cc(C)n(-c2ncnc3c2oc2ccccc23)n1
  -2.1	18	0	93	94	11	-5	-12	-1	-1
CC(C)(C)NCC(=O)c1c[nH]c2ccccc12
  -1.8	24	1	89	92	10	0	-13	·	-17
CCn1c(CCNC(=O)c2ccc(Cl)cc2)n[nH]c1=S
  -1.9	7	3	90	97	-7	2	-11	-2	-21
CC(C)C(=O)NC(=S)Nc1ccc(S(=O)(=O)Nc2ccccc2)cc1
  -1.5	4	1	71	80	1	·	0	-2	-27
O=C(N/N=C/c1ccc(OCCCF)cc1)c1cc(OCC(F)(F)F)ccc1OCC(F)(F)F
  -3.5	22	2	82	98	-15	30	-18	-2	-41
COCCNC(=O)c1cc(Br)ccc1Cl
  -0.9	8	2	96	90	0	-36	-22	-2	-9
CCCC1CC(CSc2ncn[nH]2)OC1=O (configuration not stated)
  -0.7	6	1	98	92	9	-11	5	1	-43
CC(C)OC(=O)c1cccc(C(=O)Oc2ccccc2)n1
  -2.1	16	0	103	92	0	-9	-12	·	-44
CCc1cc2c(=O)n(Cc3ccco3)c(SCc3c(C)noc3C)nc2s1
  -5.8	9	9	22	24	-16	·	-3	-1	-49
NC(=O)C1(N2CCCCC2)CCN(CC(=O)Nc2ccccc2-c2ccccc2)CC1
  -2.1	5	-2	84	88	11	27	1	1	-30
COC(=O)C1=C(C)N=C2SC(C#N)=C(N)N2C1c1ccc(OC)cc1 (configuration not stated)
  0.6	26	3	82	94	2	-18	3	·	-9
CSc1nc(C)cc(SC(C(C)=O)C(=O)Nc2ccccc2)n1 (configuration not stated)
  -1.9	27	4	88	88	8	-12	17	·	-50
COc1ccc(OCC(=O)Nc2cccc(OC)c2)cc1
  0.4	6	2	98	105	9	-1	-16	1	-36
COc1cc(C2NC(=O)NC(C)=C2C(=O)OC2CCCC(C)C2)ccc1O (configuration not stated)
  -1.1	3	0	70	81	4	·	-16	0	-31
Cc1cccc(OCC(=O)N2CCC(N3CCCCCC3)CC2)c1
  0.3	7	0	102	95	11	9	-12	·	8
COC(=O)[C@@]1(Cc2ccc(OC)cc2)[C@H]2c3cc(C(=O)N(C)C)n(CCSCCO)c3C[C@H]2CN1C(=O)c1ccccc1
  -2.3	26	2	98	98	11	10	-2	·	-1
CCOc1ccc(NCC(=O)N/N=C/C=C/c2ccccc2)cc1
  -2.4	9	2	73	90	-1	·	-2	-4	-39
COc1ccc2c(c1)c1ncnc(N3CCN(Cc4ccc5c(c4)OCO5)CC3)c1n2C
  -6.5	8	6	17	13	-9	·	-21	0	-10
Cc1nc(CCNC(=O)Cc2ccc(F)cc2)cs1
  -0.2	11	-2	94	93	0	0	-6	0	12

Further entries:
Second line of a record – MRP-1 activ	Measles CPE	NPY Y2 blocker	PTEN del growth	bCat KO growth	GALR2 antag	E-sel TNF inh	Yeast lifespan up	Phagocytosis inh	Yeast growth inh
CCOC(=O)c1[nH]c(C)c(C(=O)c2ccc(C)cc2)c1C
  -1.4	14	3	·	14	11	-16	-12	4	-10
Cn1cc(/C(Cc2ccccc2)=N\O)c2ccccc21
  -2.1	6	3	70	73	9	-38	-4	0	-36
CN(CCCNC(=O)C1CCCN(S(=O)(=O)c2cnc[nH]2)C1)c1ccccc1 (configuration not stated)
  0.1	19	1	91	88	-2	·	-6	0	-6
CCOC(=O)c1c(NCc2ccccc2)n[nH]c1C
  -1.8	13	0	104	104	-8	·	-4	-4	-25
COCCNc1ncnc2nc[nH]c12
  -0.4	17	-1	105	96	0	·	2	-1	-3
Cc1ccc(CN2CCNC(=O)C2CC(=O)O)cc1 (configuration not stated)
  -0.3	16	5	104	97	-9	·	-5	1	-30
O=C(CSCC(=O)NC1CC1)Nc1ccc2ccccc2c1
  -3.5	9	5	94	90	11	-6	·	·	-12
O=C(NC(=S)Nc1ccccc1N1CCCCC1)c1ccc(-c2cccc([N+](=O)[O-])c2)o1
  8.0*	4	4	77	80	-14	6	-2	2	-45
CC(=O)Nc1ccc(S(=O)(=O)c2c(N)n(CCN3CCOCC3)c3nc4ccccc4nc23)cc1
  -1.6	5	4	80	80	12	8	-18	1	-14
CCOC(=O)c1cc2sccc2n1CC(=O)OC(C)C
  -2.3	27	2	86	92	4	-1	-9	-1	-12
CCN(CC)c1ccc(N2C(=O)C3CCCCC3C2=O)cc1[N+](=O)[O-] (configuration not stated)
  -0.5	3	9	96	96	-6	12	23	-9	-28
Cc1cc(C)nc(NC(=O)Nc2ccccc2C(F)(F)F)n1
  -4.1	9	6	40	39	2	8	-7	-1	-14
O=C(NCCCn1ccnc1)c1ccncc1
  -1.6	14	1	93	102	12	-25	-20	0	19
COCCn1c(CN(C)Cc2ccccc2)nc2c1c(=O)n(C)c(=O)n2C
  -2.5	26	0	86	82	9	-1	-5	-1	-15
CCCCCC(=O)NC(=S)NNC(=O)CC
  -3.1	18	0	83	79	6	-11	-8	-2	-3
O=C(CCS(=O)(=O)c1ccc(Br)cc1)Nc1ccc(Cl)cc1F
  -2.6	8	2	85	85	1	1	4	·	-14
CCC1(CC)NC(=O)N(CC(=O)Nc2sc3c(c2C(N)=O)CCC3)C1=O
  -2.7	31	1	85	89	-2	·	-22	0	-25
O=C(O)c1[nH]nc2c1COc1ccccc1-2
  -2.6	4	5	88	78	-15	-8	-20	-1	21
CC(=O)C1=C(O)C(=O)N(CO)C1c1ccccc1F (configuration not stated)
  0.2	11	0	99	94	4	-32	-3	-1	-24
CN(C)S(=O)(=O)N1CCN(CC(=O)Nc2cc(Cl)ccc2Cl)CC1
  -0.4	22	2	85	86	-11	?	-20	0	12
N#Cc1c(Oc2ccc3ccccc3c2)sc(C(=O)c2ccccc2)c1N
  -6.4	7	0	14	16	9	15	0	0	-39
CC(Nc1cccc2ccccc12)C(=O)N/N=C/c1ccccn1 (configuration not stated)
  -1.4	10	1	62	60	2	2	-5	-1	-71
Cn1ncc2c(Nc3ccccc3Br)ncnc21
  -0.2	·	2	98	100	11	-1	-17	0	-55
O=C1C=CCC(/C=C/c2ccccc2)O1 (configuration not stated)
  -4.6	3	0	4	4.3*	-19	·	41*	·	-60
CN(c1ncc(C(F)(F)F)cc1Cl)n1cc(C(=O)O)c2ccccc2c1=O
  -2.8	7	4	89	95	-10	4	3	·	-21
CC(=O)c1ccccc1NC(=O)COC(=O)c1ccc2c(c1)nc(C)n2-c1ccccc1
  -2.2	25	10	86	84	11	·	-4	-6	-38
CCOC(=O)c1cnn(-c2nc(SC)nc3sc4c(c23)CCC4)c1N
  -0.9	3	2	97	92	8	-8	-19	4	-23
COc1ccc(-c2nnc(SCC(=O)Nc3sc4c(c3C#N)CCCC4)n2-c2ccccc2)cc1
  -8.0	2	6	1.7*	3.9*	-2	6	·	·	-30
CC(C(=O)NCc1ccccn1)N1C(=O)c2ccccc2C1=O (configuration not stated)
  -0.5	26	1	90	96	-3	·	-14	0	5
O=C(Cc1c(F)c(F)c(F)c(F)c1F)OC12CC3CC(C1)C(=O)C(C3)C2
  -0.2	18	3	82	86	-1	-13	1	0	-68

More structures.
Second line of a record – MRP-1 activ	Measles CPE	NPY Y2 blocker	PTEN del growth	bCat KO growth	GALR2 antag	E-sel TNF inh	Yeast lifespan up	Phagocytosis inh	Yeast growth inh
CCN(c1ccccc1)S(=O)(=O)c1ccc(C(=O)Nc2nnc(COC)o2)cc1
  -4.7	8	6	39	35	5	·	-10	0	-11
CCOC(=O)/C(C#N)=C/C1=C(N2CCCC2)CC(C)(C)OC1
  -0.5	13	1	111	105	-4	17	4	-2	-80
COc1ccc2nc(/C=N/NC(=O)[C@H](C)NC(=O)OC(C)(C)C)ccc2c1
  -0.4	6	2	100	91	14	·	-1	-7	24
N/C(=N\OC(=O)CC1CCCCC1)c1cccnc1
  -2.3	4	5	109	106	0	-14	-12	-4	-38
C/C(CC(=O)Nc1ccc(F)cc1)=N\NC(=O)Cc1csc(N)n1
  -0.5	10	0	95	91	-12	·	-5	-9	-3
Cc1ccc(N(CC(=O)N/N=C/c2cc(C)n(-c3ccccc3)c2C)S(C)(=O)=O)c(C)c1
  -1.7	12	-1	93	89	-5	15	-11	3	-77
CCN1CCN(c2ncc(C(=O)Nc3c(F)cc(F)cc3Br)c3ccccc23)CC1
  -2.6	22	2	20	15	9	-26	-18	·	-42
COc1cccc(/C=N/NC(=O)CNC(=O)C2COc3ccccc3O2)c1O (configuration not stated)
  9.6*	4	2	7	18	9	-1	-5	-8	-11
CCN(CCCNC(=O)COc1cc(=O)n(C)c2ccccc12)c1ccccc1
  -3.8	14	1	84	72	-2	13	-32	·	-30
Cc1cccc(NC(=O)COC(=O)CNC(=O)C2CCCCC2)c1
  1.6	2	0	92	88	-12	-6	-15	0	3
CN(Cc1ccccc1)c1nc(N)c([N+](=O)[O-])c(Nc2cccc(F)c2)n1
  -0.6	9	2	64	68	1	6	-3	0	-80
Cc1c(C=O)c(=O)n(-c2ccccc2)n1-c1ccccc1
  -2.4	14	2	105	90	-14	·	7	3	-26
CCOC(=O)c1ccccc1OCc1cc(/C=N/n2cnnc2)ccc1OC
  -3.6	1	2	73	71	-5	-5	8	2	-23
Cc1ccc(NC2OC(CO)C(O)C2O)cc1[N+](=O)[O-] (configuration not stated)
  0.0	8	3	88	93	-2	0	-6	-8	-2
